From PubChem
aSyn tox rescue: rescues yeast growth from alpha-synuclein toxicity; S. cerevisiae alpha-synuclein toxicity rescue, BacTiter-Glo growth, 24 h; Potency, µM (highest dose often 46.1 µM), without a hit: top-dose growth rescue (activation), usual class: activators; actives 0.02% (n = 94,000); AID 1347070; active = well fitted activation curve with a large enough effect; note: 0% is about no effect
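Growth restoration measured by BacTiter-Glo luminescence after 24 hr at 30 deg C; alpha-synuclein yeast, raffinose-pregrown to mid-log, were added at OD600=0.02 in galactose medium onto pinned compounds.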
* = called active by the depositor. Potency is the fitted concentration of half-maximal effect. The list is partial. The share of hits here may be higher or lower than overall.

# | Structure | aSyn tox rescue
1 | Clc1ccccc1CNCCc1c[nH]c2ccccc12 | -7%
2 | CN(C)CCN=Cc1c(O)n(Cc2ccc3c(c2)OCO3)c(=S)[nH]c1=O | 13%
3 | Cc1oc(-c2ccc(Cl)cc2)nc1CN1C(=O)CN=C(c2ccccc2)c2ccccc21 | -4%
4 | Cc1cccc(NC(=O)Cn2cc(C(=O)c3ccccc3)c3ccccc32)c1 | 4%
5 | O=c1[nH]c(=O)n(-c2ccccc2F)c(O)c1/C=C1\C=Nc2ccccc21 | 2%
6 | COc1ccc(NC(=O)c2cn(CCC#N)nc2-c2cccc([N+](=O)[O-])c2)cc1 | 0%
7 | CN(C)C(=O)Oc1ccc(OCc2cccc[n+]2C)cc1 | -12%
8 | CCc1cccc(NC(=O)CN2C(=O)CN=C(c3ccccc3F)c3cc(Cl)ccc32)c1 | 20µM*
9 | COc1cccc(CNCCc2ccccc2)c1OC | -1%
10 | O=C(O)c1ccc2c(c1)C1C(Cl)C(Sc3ccccc3[N+](=O)[O-])CC1C(c1cccc([N+](=O)[O-])c1)N2 (stereo not drawn) | 19%
11 | C[C@H](CO)N1C[C@H](C)[C@@H](CN(C)C(=O)Oc2cccc3ccccc23)OCc2cn(nn2)CCCC1=O | -5%
12 | Cc1cc(OC(=O)N(C)C)nc2c1c(C)nn2C | 5%
13 | COc1ccc(OC)c(N2Cc3ccccc3C2=N)c1 | -8%
14 | Cc1ccccc1CN1C(=O)C(C)N=C(c2ccccc2)c2ccccc21 (stereo not drawn) | -7%
15 | O=C(COc1cc(Cl)ccc1Cl)Nc1ccc(Cl)cc1C(=O)c1ccccc1 | -4%
16 | Cc1ccc2c(c1)C1CN(C)CCC1N2C(=O)CCCN1C(=O)c2cccc3cccc(c23)C1=O (stereo not drawn) | -4%
17 | Cc1ccc(-n2c(/C=C/c3cc(Br)cs3)nc3ccccc3c2=O)cc1 | 2%
18 | Cc1ccc(NC(=O)N(Cc2ccc3c(c2)OCO3)C2CCN(Cc3ccccc3)CC2)cc1C | -2%
19 | N#CC12CNCC1CN=N2 (stereo not drawn) | 4%
20 | CNS(=O)(=O)c1ccc(N=Cc2c(O)n(-c3ccc(C)cc3)c(=O)[nH]c2=O)cc1 | -7%
21 | CC(=O)NC1C(OC(=O)Cc2ccccc2)OC(COC(C)=O)C(OC(C)=O)C1OC(C)=O (stereo not drawn) | 2%
22 | Fc1ccc(NC(=S)N2Cc3ccccc3-n3nncc3C2)cc1 | 4%
23 | CCCC1(CC(C)CC)C(=O)NC(=O)NC1=O (stereo not drawn) | 5%
24 | C[C@@H]1CN([C@@H](C)CO)C(=O)CCCn2nncc2CO[C@@H]1CN(C)C(=O)Oc1ccccc1 | 5%
25 | COc1cc(CN2CCN(c3cc(C)ccc3C)CC2)ccc1O | -3%
26 | Cc1nn(CC(C)C)c(Cl)c1C(=O)NC1CCC(C)CC1 (stereo not drawn) | -7%
27 | O=c1c2ccccc2nc(/C=C/c2cccc3ccccc23)n1-c1ccccc1Cl | 2%
28 | Cc1ccc(-c2nn3c(=O)cc(CN4CCN(C(=O)COc5ccc(C)c(C)c5)CC4)nc3s2)cc1 | -2%
29 | CCc1cc(=O)[nH]c(SCCCF)n1 | -6%
30 | CC(C)CN1CCN(Cc2ccc(C(F)(F)F)cc2)CC1CCO (stereo not drawn) | 1%
31 | O=C(OCc1ccccc1)N1CCC2CC1c1cc(N3Cc4ccccc4-n4nncc4C3)ccc12 (stereo not drawn) | 0%
32 | O=C(COC(=O)Cc1ccccc1)Nc1ccc(Cl)cn1 | -11%
33 | CN(C)C(=O)Oc1cc(=O)n2c3c(cccc13)CCC2 | -3%
34 | Cc1ccccc1-n1c(/C=C/c2c(C)[nH]c3ccccc23)nc2ccccc2c1=O | -20%
35 | c1coc(CN2Cc3ccccc3-n3nncc3C2)c1 | 4%
36 | COC(=O)C1=C(c2ccc(OCc3ccccc3)cc2)C[C@@H]2CC[C@H]1N2C(=O)NCc1ccc(Cl)cc1 | 8%
37 | CCCOC(=O)Nc1ccc([As](=O)(O)O)cc1NC(=O)OCCC | 0%
38 | C[C@]12CCC3C(CC[C@H]4C[C@@H](O)CC[C@]34C)C1=CC[C@@H]2O (stereo partly drawn) | -2%
39 | Clc1ccccc1CN1CCN(c2cccc3[nH]ccc23)CC1 | 11%
40 | Cc1cccc(NP(=O)(Oc2ccccc2F)Oc2ccccc2F)c1C | -9%
41 | O=[N+]([O-])c1ccc(NCc2ccc(Cl)cc2)c2ccncc12 | 9%
42 | CC1=NN(c2ccccc2)C(=O)/C1=C/c1c(O)[nH]c(=O)[nH]c1=O | -3%
43 | NC(=O)c1ccc(NC(=O)c2cccn(Cc3ccccc3)c2=O)cc1 | -2%
44 | CCCCC12CN3CC(C)(CN(C1)C3c1ccccn1)C2=O (stereo not drawn) | -2%
45 | O=C(COc1ccccc1Cl)N1CCN(CCc2ccccn2)CC1 | 1%
46 | COc1ccc(NC(=O)CCc2nc(C3=CCN(Cc4cccc(C)c4)CC3)no2)c(OC)c1 | -2%
47 | O=C1CN=C(c2ccccc2Cl)c2cc(Br)ccc2N1 | 10%
48 | C[C@@H]1CN([C@H](C)CO)C(=O)CCCn2cc(nn2)CO[C@H]1CN(C)C(=O)Oc1cccc2ccccc12 | 2%
49 | CC(=O)Nc1ccccc1C(=O)OCC(=O)Nc1ncccn1 | 5%
50 | C[C@H](CO)N1C[C@H](C)[C@@H](CN(C)C(=O)Oc2ccc3ccccc3c2)OCc2cnnn2CCCC1=O | 11%

(listing goes on)
# | Structure | aSyn tox rescue
51 | COc1ccccc1OCCCn1cc(C=O)c2ccccc21 | 13%
52 | CN1CCN(C(=O)COc2ccc(Oc3ccccc3)cc2)CC1 | -3%
53 | CCN(CC(=O)Nc1ccc(C#N)c(Cl)c1)CC(=O)NC1CCS(=O)(=O)C1 (stereo not drawn) | 1%
54 | O=C(Nc1nc2ccccc2s1)c1cccn(Cc2ccccc2)c1=O | -2%
55 | C[N+](C)(C)CC(=O)Nc1ccc(Cl)cc1C(=O)c1ccccc1 | 2%
56 | CC1CN2c3ccc([N+](=O)[O-])cc3CC3(C(=O)N(C)C(=O)N(C)C3=O)C2C(C)O1 (stereo not drawn) | 8%
57 | CCN(CC)P(=O)(c1n(CC)cc[n+]1CC)N(CC)CC | 1%
58 | CCCCCC(=O)N[C@@H](c1ccccc1)[C@@H](O)C(=O)O[C@H]1C[C@@]2(O)[C@@H](OC(=O)c3ccccc3)C3[C@](C)(C(=O)[C@H](O)C(=C1C)C2(C)C)[C@@H](OC1OCC(O)C(O)C1O)C[C@H]1OC[C@@]31OC(C)=O (stereo partly drawn) | 5%
59 | O=c1[nH]c(=O)n(-c2ccc(F)cc2)c(O)c1/C=C1\C=Nc2ccccc21 | -1%
60 | COc1ccc(CCNCc2c(OC)ccc3ccccc23)cc1 | 7%
61 | Cc1ccsc1C(=O)C1CCCN(Cc2ccn[nH]2)C1 (stereo not drawn) | -6%
62 | Cc1ccccc1-n1nc(C)c2c1NC(=O)CSC2c1ccccc1C(F)(F)F (stereo not drawn) | -6%
63 | Cc1ccc(-n2c(/C=C/c3ccccc3)nc3ccccc3c2=O)cc1Cl | -19%
64 | O=C(c1ccc2c(c1)N(Cc1ccc(F)cc1)C(=O)c1ccccc1S2)N1CCC2(CC1)OCCO2 | 9%
65 | N#CCCn1cc(C(=O)Nc2ccc([N+](=O)[O-])cc2)c(-c2ccccc2)n1 | 4%
66 | CC1CCSP(=O)(Oc2ccccc2)O1 (stereo not drawn) | 4%
67 | C[C@H]1[C@H](OC(=O)CCC(=O)NCc2ccc(C(=O)O)cc2)O[C@@H]2O[C@@]3(C)CC[C@H]4[C@H](C)CC[C@@H]1C24OO3 | -18%
68 | CN(C)C(=O)Oc1ccc(Br)cc1C(=O)Nc1ccc(F)c(Cl)c1 | -11%
69 | CS(=O)(=O)c1ccc(C2=C(CNC(=O)c3ccncc3)[C@H]3CC[C@@H](C2)N3Cc2ccco2)cc1 | 0%
70 | COc1ccc(C2CC(=O)Oc3c2c(=O)oc2ccccc32)c(OC)c1OC (stereo not drawn) | -13%
71 | CS(=O)(=O)c1ccc(C2=C(CNC(=O)c3cccs3)[C@H]3CC[C@@H](C2)N3Cc2ccccc2)cc1 | 0%
72 | O=C(Nc1cccc2ccccc12)N1Cc2ccccc2-n2nncc2C1 | 4%
73 | Cc1ccccc1O | -7%
74 | O=C(NCC1=C(c2ccc3ccccc3c2)C[C@@H]2CC[C@H]1N2Cc1ccco1)c1ccncc1 | 0%
75 | COc1ccc(CCNCc2ccc3c(c2)n(C)c(=O)n3C)cc1 | 1%
76 | C[C@]12CC[C@@H](O)CC1=CC(=O)C1C2CC[C@]2(C)C(=O)[C@H](O)CC12 (stereo partly drawn) | -5%
77 | O=c1[nH]c(=O)n(Cc2ccco2)c(O)c1C=NC1CCN(Cc2ccccc2)CC1 | -3%
78 | C/C(=N\Nc1ccccc1)c1c(O)[nH]c(=O)[nH]c1=O | -5%
79 | O=c1cccc2n1CC1CC2CN(C(c2ccccc2)c2sc3ncnn3c2O)C1 (stereo not drawn) | 6%
80 | CC(=O)Nc1ccccc1C(=O)OCC(=O)c1ccc2c(c1)OCCO2 | -11%
81 | COc1ccc(NC(=O)CCc2nc(C3=CCN(Cc4cccc(Cl)c4)CC3)no2)c(OC)c1 | 0%
82 | O=Cc1cn(Cc2ccc(F)cc2Cl)c2ccccc12 | -4%
83 | C/C=C/CC1(CC)C(=O)NC(=S)NC1=O | -3%
84 | CCCn1ncc(CN2CCCC(C(=O)c3cccc(OC)c3)C2)c1C (stereo not drawn) | -4%
85 | Cc1cc(C)cc(OCC(=O)Nc2ccc(Cl)cc2C(=O)c2ccccc2)c1 | 8%
86 | CCN(CC)S(=O)(=O)c1cccc(N=Nc2c(O)n(CC)c(=S)n(CC)c2=O)c1 | 15%
87 | CCC(C)C1NC(=O)C(C(C)=O)=C1O (stereo not drawn) | -4%
88 | C=C(C)[C@@]12OC3(c4ccccc4)O[C@@H]1C1[C@@H]4O[C@]4(CO)[C@@H](O)[C@]4(O)C(=O)C(C)=C[C@H]4[C@@]1(O3)[C@H](C)[C@H]2OC(=O)/C=C/C=C/c1ccccc1 (stereo partly drawn) | -8%
89 | C=CCc1ccc(OC)cc1 | -1%
90 | C/C(=C/C=C/[C@@H](C)C(=O)O)[C@H]1CN[C@H](C(=O)O)[C@H]1CC(=O)O | 0%
91 | CCCCCSc1cc(O)c(C(CNC)C(C)C)cc1OC (stereo not drawn) | 5%
92 | COP(=O)(OC)C(NC(C)=O)C(Cl)(Cl)Cl (stereo not drawn) | -5%
93 | CC(C)CC(NC(=O)CCCNC(=O)CCC(=O)OC1O[C@H]2OC3(C)CC[C@H]4[C@H](C)CCC(C1C)C24OO3)C(=O)O (stereo partly drawn) | -9%
94 | CN1CCN(c2csc3ccc(F)cc3c2=O)CC1 | -16%
95 | O=C(CN1CCCCC1)c1ccc(OC(F)F)cc1 | 2%
96 | C[C@@H]1CN([C@@H](C)CO)C(=O)CCCn2cc(nn2)CO[C@H]1CN(C)C(=O)Oc1ccc2ccccc2c1 | 9%
97 | O=c1[nH]c(=S)n(-c2ccccc2)c(O)c1/C=N/N1CCCCC1c1cccnc1 (stereo not drawn) | -6%
98 | Cc1ccc2nc(NC(=O)c3cccn(Cc4ccccc4F)c3=O)sc2c1 | 0%
99 | O=C(Nc1ccc(Br)cc1C(=O)c1ccccc1Cl)c1ccccc1F | 2%
100 | COCCNC(=S)N1Cc2ccccc2-n2nncc2C1 | -4%

Filtered by structure: the compounds so far containing an aryl thioether with sulfur outside any ring (three)
# | Structure | aSyn tox rescue
10 | O=C(O)c1ccc2c(c1)C1C(Cl)C(Sc3ccccc3[N+](=O)[O-])CC1C(c1cccc([N+](=O)[O-])c1)N2 (stereo not drawn) | 19%
29 | CCc1cc(=O)[nH]c(SCCCF)n1 | -6%
91 | CCCCCSc1cc(O)c(C(CNC)C(C)C)cc1OC (stereo not drawn) | 5%

Next part
# | Structure | aSyn tox rescue
101 | FCCN(CCF)c1cccc(Cl)c1 | 8%
102 | O=C(O)C1C2CC3CC(C2)CC1(n1ncc(N2CCC4(CC2)OCCO4)c(Cl)c1=O)C3 (stereo not drawn) | -8%
103 | O=C1OC(c2ccc(Br)cc2)=N/C1=C\N1CC2CC(C1)c1cccc(=O)n1C2 (stereo not drawn) | 0%
104 | CC1=CP(=O)(Oc2ccc([N+](=O)[O-])cc2)CC1 (stereo not drawn) | -6%
105 | CCOc1cc(/C=C2\C(=O)NC(=O)N(C)C2=O)cc([N+](=O)[O-])c1O | -7%
106 | COC(=O)C1=C(c2ccc(OCc3ccccc3)cc2)C[C@@H]2CC[C@H]1N2C(=O)NCc1cccc(F)c1 | -1%
107 | N#Cc1ccc(CN2Cc3ccccc3-n3nncc3C2)cc1 | 2%
108 | O=C(Nc1cc(Cl)cc(Cl)c1)N1Cc2ccccc2-n2nncc2C1 | 8%
109 | Cc1cccc(CN2C(=O)CN=C(c3ccccc3Cl)c3cc(Cl)ccc32)c1 | 13%
110 | Cc1ccc(-c2nn(Cc3ccccc3)cc2C=O)cc1 | -9%
111 | CCN(CC)C(=O)c1ccc(NC(=O)c2cc(S(=O)(=O)N3CCCCCC3)ccc2OC)cc1 | 6%
112 | O=C(c1ccc(C(F)(F)F)cc1)C1CCCN(C2CCSCC2)C1 (stereo not drawn) | 3%

Part of the list above, as labelled records.
(103) O=C1OC(c2ccc(Br)cc2)=N/C1=C\N1CC2CC(C1)c1cccc(=O)n1C2 (stereo not drawn)
  aSyn tox rescue: 0%
(104) CC1=CP(=O)(Oc2ccc([N+](=O)[O-])cc2)CC1 (stereo not drawn)
  aSyn tox rescue: -6%
(105) CCOc1cc(/C=C2\C(=O)NC(=O)N(C)C2=O)cc([N+](=O)[O-])c1O
  aSyn tox rescue: -7%
(106) COC(=O)C1=C(c2ccc(OCc3ccccc3)cc2)C[C@@H]2CC[C@H]1N2C(=O)NCc1cccc(F)c1
  aSyn tox rescue: -1%
